Assay outcomes from PubChem BioAssay.
All columns: NCI-60 one-dose screen, growth in % after 48 h at 10 µM unless noted; 100 = growth as untreated, 0 = no growth, -100 = all killed.
PC-3: PC-3 prostate cancer cells. 80,000 compounds, 3.9% hits. AID 1794754
SNB-19: SNB-19 CNS cancer cells | 81,000 compounds, 2.5% hits
U251: U251 CNS tumor cells; 80,000 compounds, 5.4% hits
OVCAR-8: OVCAR-8 ovarian cancer | AID 1794782 | 81,000 compounds, 4.4% hits
SF-268: SF-268 CNS cancer cells; 82,000 compounds, 3.1% hits
SF-539: SF-539 CNS cancer. 81,000 compounds, 6.8% hits. AID 1794752
DU-145: DU-145 prostate cancer. AID 1794760. 81,000 compounds, 4.2% hits
SF-295: SF-295 CNS cancer cells; 79,000 compounds, 5.6% hits
* hit, by the source's call; . = no result given; & = joins results of further samples. How the source made its calls: active means growth percent below 10; inactive means the rest.

Compound	PC-3	SNB-19	U251	OVCAR-8	SF-268	SF-539	DU-145	SF-295
Cc1c2oc3c(C)ccc(C(=O)OC(C)C4NC(=O)C(C(C)C)N(C)C(=O)CN(C)C(=O)C5CCCN5C(=O)C(C(C)C)NC4=O)c3nc-2c(C(=O)OC(C)C2NC(=O)C(C(C)C)N(C)C(=O)CN(C)C(=O)C3CCCN3C(=O)C(C(C)C)NC2=O)c(N)c1=O (stereo unspecified)	10.4	3.3*	14.8	.	-5.9*	-11.4*	11.4	-9.2*
C=Cc1cc[n+](CC(=O)c2ccc(-c3ccccc3)cc2)cc1	82.1	109.8	100.9	102.8	96.0	102.3	108.2	100.9
O=C(O)C(O)C(O)C(O)CO (stereo unspecified)	97.3	102.7	94.7	102.6	106.9	106.3	.	105.9
CCCn1c(=O)[nH]c2c(c1=O)C(c1ccc(F)cc1)c1c([nH]c(=O)n(CCC)c1=O)N2	92.0	98.2	95.0	105.3	98.4	95.1	106.5	102.0
CCOC(=O)c1nc(Nc2cc(C)[nH]n2)c2ccccc2n1	93.3	115.4	.	110.6	101.4	95.5	108.9	107.0
COc1ccc(-c2cc(-c3ccccc3)nc(SCCCC(=O)O)n2)cc1	99.5	97.9	95.3	92.1	97.4	96.8	101.6	97.0
COc1ccc(/C=N/S(=O)(=O)O)cc1OC	93.9	107.3	97.2	102.8	91.2	106.1	98.4	101.4
CCN(CC)C(=O)c1ccccc1C	99.1	98.5	90.7	98.1	100.6	90.8	108.7	94.7
CCOC(=O)NC(=S)n1oc(=O)c2ccccc21	98.3	103.5	98.6	101.8	96.1	95.6	105.6	103.3
Cc1csc2ccc(Cl)cc12	96.8	99.2	.	.	107.5	96.8	110.0	.
CC(=O)OC1Oc2ccccc2-c2oc(=O)c(-c3cc(=O)oc4cc(O)ccc34)cc21 (stereo unspecified)	75.9	95.0	89.6	89.1	97.1	89.0	78.3	73.6
N#Cc1c(-c2ccc(Cl)cc2)nc(SCC(=O)c2ccc(Cl)cc2)[nH]c1=O	91.5	97.0	102.8	99.2	96.0	91.5	105.3	100.2
CCCCCCCCCC1CCN(C(c2ccc(NC(C)=O)cc2)c2ccc(NC(C)=O)cc2)CC1	88.2	89.7	89.8	97.7	64.9	92.3	95.7	107.4
C=CCc1c[nH]c(=O)[nH]c1=O	96.9	99.1	92.5	98.0	105.6	95.9	121.8	110.2
Cc1nc2ccccc2c(/C=C/c2ccc(F)cc2)c1C(=O)c1ccccc1	74.8	76.3	81.4	83.8	81.8	96.4	97.1	91.3
COc1cc2oc(-c3ccc(NC(=O)c4ccc(Br)cc4)cc3)cc(=O)c2c(OC)c1OC	97.6	101.7	106.3	103.6	95.0	99.1	97.6	107.1
COc1cccc(C(=O)NCCCNc2cc(-c3cn(-c4ccccc4)nc3-c3cccc(OC)c3)ccn2)c1	27.4	65.0	39.7	26.7	63.9	85.3	65.8	44.0
CCCCCCCCCCNC(=O)C(C)O (stereo unspecified)	90.0	.	98.2	105.4	95.3	100.3	101.4	103.8
Cc1nc2c(=O)[nH]c(SCC(=O)Nc3ccc(Cl)cc3)nc2[nH]c1=O	99.2	102.1	106.9	105.2	102.0	101.5	112.3	98.0
CCOC(=O)C(C#N)C(C#N)c1ccc(OC)c(OC)c1 (stereo unspecified)	82.0	108.5	103.3	106.6	102.1	107.1	109.7	107.1
COc1cc(-c2nc(SC(C)C)nc(Nc3ccc(C)cc3)c2C#N)cc(OC)c1OC	98.1	102.1	110.4	102.6	106.9	107.5	109.3	100.1
CCOC(=O)c1ccc2[nH]c(-c3ccccc3)cc(=O)c2c1	89.1	94.9	97.2	97.6	102.8	97.2	103.1	105.6
CSc1nc(-c2cccs2)c2c(N)[nH]nc2n1	93.6	105.9	98.9	102.1	105.1	93.0	107.2	102.1
O=C1c2ccccc2C(=O)N1CNc1ccccc1	96.4	101.9	97.0	99.9	95.1	102.4	98.0	97.5

Five consecutive entries out of the list so far:
Compound	PC-3	SNB-19	U251	OVCAR-8	SF-268	SF-539	DU-145	SF-295
COc1ccc(/C=N/S(=O)(=O)O)cc1OC	93.9	107.3	97.2	102.8	91.2	106.1	98.4	101.4
CCN(CC)C(=O)c1ccccc1C	99.1	98.5	90.7	98.1	100.6	90.8	108.7	94.7
CCOC(=O)NC(=S)n1oc(=O)c2ccccc21	98.3	103.5	98.6	101.8	96.1	95.6	105.6	103.3
Cc1csc2ccc(Cl)cc12	96.8	99.2	.	.	107.5	96.8	110.0	.
CC(=O)OC1Oc2ccccc2-c2oc(=O)c(-c3cc(=O)oc4cc(O)ccc34)cc21 (stereo unspecified)	75.9	95.0	89.6	89.1	97.1	89.0	78.3	73.6

Following part.
Compound	PC-3	SNB-19	U251	OVCAR-8	SF-268	SF-539	DU-145	SF-295
COc1cc2nc(-c3ccc(C(F)(F)F)cc3)cc(OCCCN3CCOCC3)c2cc1OC	42.1	61.0	42.6	41.6	56.1	46.0	41.5	-50.1*
COc1ccccc1NC(=O)/C=N/O	93.6	98.1	98.5	107.8	96.2	103.7	112.3	96.6
CC1=CC(c2cccs2)N2C=CSC2=N1 (stereo unspecified)	94.6	112.5	103.3	98.0	102.3	110.5	110.5	102.3
O=C(NC1C(O)OC(CO)C(O)C1O)NS(=O)(=O)c1ccc(F)cc1 (stereo unspecified)	106.3	101.4	111.0	108.6	100.2	101.1	110.2	101.0
NC1(c2ccc(-c3ccc4ncnc(NCc5ccccc5)c4c3)cn2)COC1	105.5&94.4	98.8&100.0	107.6&111.9	117.4&113.5	112.9&110.5	104.2&100.7	97.7&104.8	100.7&101.7
Cc1ccc(S(=O)(=O)NCCC(O)CC(C)c2ccc3ccccc3c2)cc1 (stereo unspecified)	95.3	89.3	88.7	98.8	96.0	92.2	100.0	96.0
CC(C)Cc1ccc(C(C)C(=O)OCc2ccc(Cn3c(=O)sn(CCCl)c3=O)cc2)cc1 (stereo unspecified)	94.4	96.1	95.3	99.0	96.8	102.0	99.0	95.9
CCOC(=O)C1CCN(c2ccc(N3C[C@H](CNC(=O)c4ccc(C(=N)N)cc4)OC3=O)cc2)CC1	97.7	94.9	102.8	95.2	99.2	97.5	98.4	102.4
O=NN(CCCl)C(=O)NC1CCC(NC(=O)N(CCCl)N=O)CC1 (stereo unspecified)	85.1	79.9	59.6	95.6	54.6	71.2	100.9	.
O=C(Nc1ccc(Br)cc1)Nc1ccc2nc(NS(=O)(=O)c3ccc4ccccc4c3)sc2c1	84.4	106.0	82.1	90.7	104.3	103.2	101.3	95.1
CS(=O)(=O)c1ccc(-c2[nH]c3ccccc3c2/C=N/N=C(N)N)cc1	99.7	101.6	.	97.2	106.9	89.7	101.5	95.2
COc1cc(CNC(=O)CCCC/C=C/C(C)C)ccc1OCc1cn(-c2ccc(F)cc2)nn1	84.1	81.3	83.9	71.5	87.2	92.2	96.1	90.5
Cc1ccc(Cn2c(C)cc(C)c(C#N)c2=O)cc1	97.2	98.1	99.9	104.5	100.2	95.6	104.7	95.6
O=C(Nc1ccc(OCc2nnc(-c3ccccc3)o2)c(F)c1)c1ccccc1	86.9	94.8	90.2	97.8	95.6	103.8	98.5	100.3
Cc1cc(C)c(S(=O)(=O)/N=c2/n(-c3ccccc3)nc3n2CCN3C2=NCCN2)c(C)c1	69.5	91.5	76.4	86.7	81.4	88.8	98.0	95.8
COc1cc(C2NC(=O)NC(C)=C2C(=O)OC(C)C)cc(OC)c1OC (stereo unspecified)	97.8	100.8	99.1	124.8	95.6	99.6	103.0	90.2
CSc1nc2c(c(=O)[nH]1)C(c1ccccc1)C1=C(N2)/C(=C/c2ccccc2)CCC1 (stereo unspecified)	99.1	92.6	92.2	90.5	100.2	96.4	110.0	108.3
CC(C)CCOB(OCCC(C)C)OCCC(C)C	97.2	96.9	105.3	100.6	115.3	112.2	127.9	110.3
CCCCCOc1cccc(/C=C2\N=C3SCCCN3C2=O)c1	103.6	95.4	91.2	102.8	105.2	101.7	107.8	92.7
CCOC(=O)/C(=C\CC/C(C)=C/CC/C(C)=C/CCc1ccsc1)CC(=O)O	104.6	105.2	88.3	93.1	101.1	106.2	110.3	95.4
CSc1ncnc2c1ncn2C1CCCCO1 (stereo unspecified)	96.2	105.5	108.1	107.6	118.4	111.7	119.3	114.6
Cc1cc(=O)oc2cc(Oc3ccc(C(=N)N)cc3)ccc12	90.6	92.0	93.9	93.3	92.2	87.7	109.4	88.8
COc1ccc2nc(Cl)c3sc4ccc(F)cc4c(=O)c3c2c1	83.2	102.1	98.0	88.5	92.6	92.8	105.2	99.2
CN1C(C)(C)CC(O)(C(=O)O)CC1(C)C	94.2	99.2	.	100.1	109.6	98.4	110.2	98.5

One compound at a time (already shown). Screens in order: PC-3	SNB-19	U251	OVCAR-8	SF-268	SF-539	DU-145	SF-295
Results for `O=C(Nc1ccc(OCc2nnc(-c3ccccc3)o2)c(F)c1)c1ccccc1` : 86.9	94.8	90.2	97.8	95.6	103.8	98.5	100.3
Results for `CSc1ncnc2c1ncn2C1CCCCO1` (stereo unspecified) : 96.2	105.5	108.1	107.6	118.4	111.7	119.3	114.6

Continuation:
Compound	PC-3	SNB-19	U251	OVCAR-8	SF-268	SF-539	DU-145	SF-295
COc1ccc(NC(=S)N/N=C/c2ccc(C#N)cc2)cc1	73.0	88.6	93.6	93.1	101.5	97.8	107.8	97.8
COC(=O)C1=C(O)CON(c2ccccc2)C1c1ccccc1 (stereo unspecified)	104.3	97.5	98.4	106.2	101.2	95.7	99.5	103.0
OCC(O)C(O)C(O)CO (stereo unspecified)	94.8	102.9	.	107.1	99.9	94.2	109.7	102.2
COc1c2occc2c(OC)c2c(=O)c(C3=NNC(c4ccc(F)cc4)C3)c(C)oc12 (stereo unspecified)	80.9	97.7	97.2	100.8	100.6	96.2	115.0	98.9
CC(C)(C)n1cc(-c2ccnc(NCCCNS(=O)(=O)c3ccc(O)cc3)n2)c(-c2ccc(F)c(O)c2)n1	81.7	114.1	102.3	101.1	77.7	87.9	98.1	110.2
N#Cc1cnn(-c2nc3c(Cl)cccc3s2)c1N	.	94.8	88.0	80.8	87.0	82.2	96.0	82.3
Nc1ncnc2c1N=C(c1ccccc1)CC(c1cccc(Nc3ccnc4cc(C(F)(F)F)ccc34)c1)N2 (stereo unspecified)	51.8	81.8	61.7	64.1	70.3	79.0	87.3	74.3
CC1(C)CNC(=S)N1Cc1ccccc1	103.4	104.5	99.8	103.6	102.5	105.9	106.3	.
CC(=O)C1C(=O)C=C(C)OC1=O (stereo unspecified)	90.8&93.2	108.9&110.7	101.2&94.3	104.4&99.3	102.2&99.2	111.9&94.7	120.9&115.3	106.2&122.2
CCOC(=O)OC(C)OC1=C(C(=O)Nc2ccccn2)N(C)S(=O)(=O)c2ccccc21 (stereo unspecified)	87.4	103.5	101.7	101.1	105.8	107.2	120.1	95.2
CC(O)CN(CCO)CCO (stereo unspecified)	99.0	106.6	110.5	105.4	102.7	107.3	109.0	98.3
O=C(c1ccccc1)c1ccc2nc(-c3cccc(Br)c3)[nH]c2c1	68.8	83.1	28.0	94.0	81.2	83.7	94.2	111.4
NC(=O)NC(=O)Oc1cccc2ccccc12	86.3	96.7	96.0	94.3	77.1	87.7	100.0	101.5
COc1ccc(-c2nn(-c3ccccc3)cc2/C=C2\SC(=S)N(CCc3ccc(O)cc3)C2=O)cc1	.	93.6	90.5	86.5	81.4	87.2	93.3	80.2
CC(=O)NC(CSC(c1ccccc1)(c1ccccc1)c1ccccc1)C(=O)O (stereo unspecified)	104.2	108.4	104.9	96.3	112.0	106.1	111.5	.
CCCCN1CCNC1=S	.	108.4	108.5	114.2	108.6	98.3	110.5	116.5
CC(C)(C)CC(C)(C)Nc1c(-c2c(O)c3ccccc3oc2=O)nc2sc3ccccc3n12	34.9	26.1	25.5	22.2	48.0	44.0	53.7	3.5*
CC(C)(C)c1cc(Cl)c(O)c(Cl)c1	95.8	111.4	90.1	97.1	98.8	.	109.5	100.0
CCOC(=O)c1c(C)oc2ncnc(Nc3ccc(F)c(Cl)c3)c12	85.6	100.3	91.8	100.1	97.6	103.8	102.9	97.0
O=C(CO)c1ccc([N+](=O)[O-])cc1	93.2	89.2	103.0	.	108.6	98.6	115.4	105.7
Cc1ncc(CCO)c2c1OC(C)(C)OC2	97.3	110.5	102.4	98.7	112.2	104.8	113.4	98.7
CC(C)C1=NOC(=O)C1=Cc1cn(-c2ccccc2)nc1-c1ccc(Br)cc1	82.3	90.3	73.7	80.8	101.7	78.5	92.9	96.8
COc1cc(CC(=O)C(=O)O)oc(=O)c1	92.2	114.3	100.2	105.1	116.2	102.0	121.3	.
CC1=C(C)C(=O)C(N2CCN(C3CCCCC3)CC2)=C(Cl)C1=O	92.9	101.3	100.8	99.4	98.6	101.8	108.9	107.2
O=C1/C(=C/c2cccc3c2OCO3)Cc2cc3c(cc21)OCO3	71.1	74.6	63.3	75.9	86.7	67.5	66.3	69.4
CCNCCCn1c2c(c3ccc(Cl)cc3c1=O)C(=O)c1cc(OC)cnc1-2	40.0	28.8	-93.8*	-30.7*	-66.0*	12.0	-97.4*	15.5
O=C(O)c1ccc(-c2ccc(/C=N/NC(=O)c3[nH]c4ccc(Br)cc4c3-c3ccccc3)s2)cc1	18.7	14.4	14.5	20.2	21.1	2.0*	28.2	-11.9*
